TRPC4 inh – TRPC4 (mouse) channel inhibition; Q9QUQ5; HEK293 TRPC4beta/mu-opioid, DAMGO-evoked Fluo4 calcium flux; hits give low values; B-score at 10 µM; 300,000 tested, 0.39% active; AID 2247;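 active = B-score over 3 SD under the library average, no early fluorescence shift, positive overall ratio signal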
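Assay system: TRPC4beta/mu-opioid receptor HEK293 cell line; compound dosing: single concentration per test compound; detection: Fluo4 Ca2+ flux fluorescence; evaluation: per-well B score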
TRPC6 inhibitor – inhibitors of mouse TRPC6 channel; Q61143; HEK293-TRPC6, membrane potential dye, ACh-evoked depolarization; hits give low values; B-score at 10 µM; 310,000 tested, 1.1% active;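 active = B-score under library mean minus 3 SD, initial fluorescence not abnormally high, positive integrated signal ratio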;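 also: B-score derived from integrated fluorescence ratio over the kinetic read; more negative B-score means stronger inhibition of depolarization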
TRPC6 act – mouse TRPC6 channel activation. Q61143. HEK293-TRPC6 membrane potential dye fluorescence; hits give high values. B-score at 10 µM. 310,000 tested, 0.13% active. AID 2550;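 active = B-score of the integrated fluorescence ratio above library mean plus 3 SD, and starting fluorescence ratio within library mean plus 5 SD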;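 also: higher score means more depolarization so channel activation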
MrgX1 allo act – human MrgX1 positive allosteric modulation, primary screen | Q96LB2 | MrgX1-HEK293, Fluo-4 calcium flux, FDSS; hits give high values | B-score at 10 µM | 310,000 tested, 0.63% active | AID 588675;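 active = plate-corrected calcium response at least 3 library SD above typical, normal starting fluorescence, not activating the receptor alone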;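 also: compound read alongside a low EC10 to EC30 dose of BAM8-22 agonist; peak minus trough fluorescence over baseline measured at the second addition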
Target sequence (Q96LB2 whole entry, looked up): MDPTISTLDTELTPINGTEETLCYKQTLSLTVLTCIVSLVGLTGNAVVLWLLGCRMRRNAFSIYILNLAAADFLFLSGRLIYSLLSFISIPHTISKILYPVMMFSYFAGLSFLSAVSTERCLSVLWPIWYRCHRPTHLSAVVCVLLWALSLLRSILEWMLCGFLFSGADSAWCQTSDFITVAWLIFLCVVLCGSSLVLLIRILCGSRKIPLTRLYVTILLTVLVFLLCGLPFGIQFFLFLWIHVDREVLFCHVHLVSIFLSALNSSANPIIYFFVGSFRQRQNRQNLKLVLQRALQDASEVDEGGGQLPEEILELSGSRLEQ
TRPC4 PAM – allosterically enhances the mouse TRPC4 cation channel; AID 2227; B-score at 10 µM; HEK293 TRPC4beta/mu-opioid, DAMGO EC20, Fluo-4 Ca2+ flux; hits give high values; 310,000 tested, 0.42% active; Q9QUQ5;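 active = B-score of calcium response area above 5 SD of library B-scores, with initial fluorescence ratio within 5 SD of library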;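 also: B-score of integrated fluorescence ratio over time as area under calcium response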
MrgX1 ag – human MrgX1 receptor agonism, primary screen | MrgX1-HEK293 cells, Fluo-4 calcium fluorescence, agonist mode; hits give high values | B-score at 10 µM | 310,000 tested, 0.44% active;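 active = calcium response B-score plate-corrected fluorescence ratio at least 3 library SD, with starting fluorescence B-score inside 5 SD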
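System – MrgX1-expressing HEK293 cells · Incubation – cells plated overnight, dye loaded 0.5 h 37 °C, 0.5 h room temperature · Technique – kinetic Fluo-4 NW fluorescence of intracellular calcium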
PolyA inh – yeast polyadenylation inhibition; S. cerevisiae SKY197-pL101 polyadenylation reporter, beta-gal luminescence; efflux-impaired pdr1/pdr3 knockout yeast; score 100 = 6 SD above DMSO; calls only at 12 µM; 300,000 tested, 0.02% active; AID 1875;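 active = lowest replicate activity score at least 50, where 100 means six control SD above control mean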;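 also: yeast exposed to compound for 9 h at 30 °C; higher score means more reporter readthrough which indicates perturbed polyadenylation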
MrgX1 antag – blocks BAM8-22 activation of human MrgX1 receptor. 310,000 tested, 1.3% active. MRGX1-HEK293 calcium flux, Fluo-4, BAM8-22 antagonism; hits give low values. Q96LB2. B-score at 10 µM;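 active = calcium-response B-score plate-corrected more than 3 library SD below zero, starting fluorescence within 5 deviations, no agonist response on first addition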;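 also: peak minus trough fluorescence over baseline after final BAM8-22 challenge near maximal dose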
TRPC4 act – activators of mouse TRPC4 channel | Q9QUQ5 | B-score at 10 µM | 310,000 tested, 0.49% active | HEK293 TRPC4beta/mu-opioid, Fluo4 calcium fluorescence; hits give high values | AID 2237;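 active = B-score above 5 SD of library B-scores, and initial fluorescence ratio not above library mean plus 5 SD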;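 also: positive B-score marks a calcium rise read as TRPC4 activation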
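Material: HEK293 stable line with TRPC4beta plus mu-opioid receptor; technique: Fluo4 calcium-sensitive dye fluorescence, kinetic, 1 Hz baseline; timing: Fluo4 dye loading 45 min at room temperature, 110 s recording; controls: assay buffer as low control, maximal DAMGO as high control; read-out: integrated baseline-normalised fluorescence ratio, converted to per-well B score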
AI-2 QS mod – modulators of Vibrio harveyi AI-2 quorum sensing system | Vibrio harveyi JMH597 AI-2 luminescence/OD600 ratio, 9 h; hits give low values; strain lacks LuxN and CqsS sensors; 0 = neutral-control median | activity change, % at 7.5 µM | 300,000 tested, 0.4% active | AID 2094; in the data active = activity change below about -75%, passing the limit was not always enough;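 also: luminescence divided by OD600 gain over 9 h not by final OD600 alone; inactives centre near 13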
HIF activator – HIF pathway transcriptional activation | U2OS HRE-luciferase reporter, luminescence; normalized: DMSO 0%, desferrioxamine 100% | activation, % at 7.5 µM (by protocol) | 300,000 tested, 0.32% active | AID 1910;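 active = mean activation of at least 10% of the iron chelator positive control signal, with at least half of replicates also reaching 10%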
Starred values were filed as active, the others as inactive; i = inactive; . = not tested or not shown. A portion of the library (hit frequency here may not be typical).

SMILES	TRPC4 inh	TRPC6 inhibitor	TRPC6 act	MrgX1 allo act	TRPC4 PAM	MrgX1 ag	PolyA inh	MrgX1 antag	TRPC4 act	AI-2 QS mod	HIF activator
N#Cc1ncccc1CCc1cccc(Cl)c1	i	i	i	i	i	i	i	i	i	29	0.7
Cc1cc(=O)oc2cc(OC(C)C(=O)NCc3ccccn3)ccc12 (stereo not drawn)	i	i	i	i	i	i	i	i	i	-1	-0.1
Cc1ccc(/C=C2\OC(=O)c3ccccc32)cc1	i	i	i	i	i	i	i	i	i	-4	3.9
COc1ccc(OC)c(NC(=O)CSc2nncc3ccccc23)c1	i	i	i	i	i	i	i	i	i	51	-0.4
O=S(=O)(Nc1cccc(-n2cnnn2)c1)c1cc(Br)ccc1Br	i	i	i	i	i	i	i	i	i	28	-0.7
Cc1nnsc1-c1c(C(=O)N2CCOCC2)c(C)nn1-c1ccc(Cl)cc1	i	i	i	i	i	i	i	i	i	8	0.7
COc1ccc(CC(=O)NCc2csc(-c3cccs3)n2)cc1OC	i	i	i	i	i	i	i	i	i	28	0.1
CC(=O)N1CCN(CCN(CC2C(C)C=C(C)CC2C)C(C)=O)CC1 (stereo not drawn)	i	i	i	i	i	i	i	i	i	15	-0.2
O=C(CN1CCOCC1)NNC(=S)Nc1ccc(Cl)cc1	i	i	i	i	i	i	i	i	i	12	0.0
Clc1ccc(COn2c(-c3ccccc3)nc3ccccc32)cc1	i	i	i	i	i	i	i	i	i	26	1.0
CCSC1(SCC)N=C(N)C2(C#N)C(c3ccccc3)NC(C)=CC12C#N (stereo not drawn)	i	i	i	i	i	i	i	i	i	13	0.1
Cc1ccc(/C=C/C(=O)NC2CCS(=O)(=O)C2)cc1 (stereo not drawn)	i	i	i	i	i	i	i	i	i	5	0.5
O=C(Nc1nnc(-c2ccc3c(c2)CCCC3)o1)c1c(F)cccc1F	i	i	i	i	i	i	i	i	i	13	-1.5
COCCNC(=O)C(c1ccc(C)cc1)N(CCOC)C(=O)CCC(=O)Nc1ccccn1 (stereo not drawn)	i	i	i	i	i	i	i	i	i	-6	-0.7
COc1ccc(OC)c(/C=C2\SC(=S)N(C(C(=O)O)c3ccccc3)C2=O)c1 (stereo not drawn)	i	i	18*	i	i	53*	i	i	i	17	-0.1
N#CC1=C(N)Oc2n[nH]c(-c3ccccc3)c2C1c1cccnc1 (stereo not drawn)	i	i	i	i	i	i	i	i	i	9	-0.7
CN(C)CCCNC(NC(=O)c1cccs1)C(Cl)(Cl)Cl (stereo not drawn)	i	i	i	i	i	i	i	i	i	26	-0.3
Cc1cc(SCC(=O)c2ccc(Cl)cc2)nc(=O)[nH]1	i	i	i	i	i	i	i	i	i	9	1.1
CC(C)C(=O)Nc1ncc(Cc2ccccc2Cl)s1	i	i	i	i	i	i	i	i	i	16	0.3
Cc1nc2c(cc1C(=O)N/N=C/c1ccc([N+](=O)[O-])cc1)c(=O)n(C)c(=O)n2C	i	i	i	i	i	i	i	i	i	8	-0.1
CCOC(=O)c1c(C)[nH]c(C(=O)COC(=O)/C=C/c2ccc(OCC#N)c(OC)c2)c1C	i	i	i	i	i	i	i	i	i	13	-0.3
O=C(c1c(F)cccc1F)N1CCC(O)(c2cccnc2)CC1	i	i	i	i	i	i	i	i	i	-4	-0.2
C/C=N/NC(=O)CCCC(=O)N/N=C/C	i	i	i	i	i	i	i	i	i	7	-0.2
Cc1n[nH]c(=S)c2nn(-c3ccccc3F)c(C)c12	i	i	i	.	i	.	i	.	i	13	0.0
Cc1nnc(C)n1N	i	i	i	i	i	i	i	i	i	16	1.1
C[C@@H](NC(=O)c1coc(=O)c(Br)c1)c1ccccc1	i	i	i	i	i	i	i	i	i	2	0.5
CCOC(=O)c1ccc(COC(=O)CCc2nc3ccccc3[nH]c2=O)o1	i	i	i	i	i	i	i	i	i	-1	0.3
Cc1occc1-c1nnc(SCC(=O)c2ccc3c(c2)OCCO3)n1CC1CCCO1 (stereo not drawn)	i	i	i	i	i	i	i	i	i	12	-0.3
CCOC(=O)C(=O)Nc1nnc(COc2ccccc2)s1	i	i	i	i	i	i	i	i	i	20	0.1
COc1ccc2c(c1OC)C(=O)N1C2SC[C@H]1C(=O)NC1CC1 (stereo partly drawn)	i	i	i	i	i	i	i	i	i	21	-0.1
O=C1CC(c2ccc(O)c(O)c2)Oc2cc(O)cc(O)c21 (stereo not drawn)	i	i	i	i	i	i	i	i	i	21	0.1
CN1CCC(=O)N(CCSc2ccccc2)CC1	i	i	i	i	i	i	i	i	i	24	3.5
C#Cc1cccc(NC(=O)CSc2nnc(-c3ccc(C(F)(F)F)cn3)o2)c1	i	i	i	i	i	i	i	i	i	8	2.0
CCSC1=N/C(=C\c2ccc(-c3ccccc3[N+](=O)[O-])o2)C(=O)S1	i	i	i	i	i	i	i	i	i	-1	0.5
O=C(O)c1nnn(-c2ccc([N+](=O)[O-])cc2)c1-c1ccccc1	i	i	i	i	i	i	i	i	i	23	.
CCC[C@@H]1CCCO[C@@](C(=O)NCCN2CCOCC2)(C(F)(F)F)C1	i	i	i	i	i	i	i	i	i	14	-0.7
Cc1nc2c(-c3ccccc3)c[nH]n2c(=O)c1Cc1ccccc1	i	i	i	i	i	i	i	i	i	35	2.2
COc1ccc(C2=NN(c3nc4ccccc4s3)C(=O)C2)cc1	i	i	i	i	i	i	i	i	i	68	1.4
COc1ccc(CN2C(=O)c3ccccc3C(/C=N\OCc3ccc(F)cc3)C2=O)cc1 (stereo not drawn)	i	i	i	i	i	i	i	i	i	7	0.4
COc1cc(OC)c([N+](=O)[O-])cc1/C=N/NC(=O)c1ccncc1	i	i	i	i	i	i	i	i	i	45	-0.9
CCOC(=O)c1cccc(NC(=O)Nc2cc(OC)ccc2OC)c1	i	i	i	i	i	i	i	i	i	-4	0.4
COc1ccc(C(=O)Nc2ccccc2C(=O)N/N=C/c2ccc(O)c(OC)c2)cc1	i	i	i	i	i	i	i	i	i	24	-1.1
Cc1ccc(NC(=O)N2CCC(C(=O)NCC(C)C)CC2)cc1	i	i	i	i	i	i	i	i	i	24	0.3
CCN1CCCC1CNC(=O)CSCc1nc(-c2ccccc2C)oc1C (stereo not drawn)	i	i	i	i	i	i	i	i	i	17	-0.1
CC(C)CC(=O)Nc1nnc(SCC(=O)NCc2ccco2)s1	i	i	i	i	i	i	i	i	i	17	0.2
O=C(Nc1ccc2c(c1)CCCN2C(=O)c1cccs1)c1ccccc1	i	i	i	i	i	i	i	i	i	31	0.5
O=C(NC(Cc1ccccc1)C(=O)O)/C(=C/c1ccccc1)NC(=O)c1ccccc1 (stereo not drawn)	i	i	i	i	i	i	i	i	i	28	0.0
COc1ccc(C)cc1NC(=S)NN1CCN(C)CC1	i	i	i	i	i	i	i	i	i	13	0.2
CCOc1ccc(S(=O)(=O)N2CCc3cc(OC)c(OC)cc3C2)cc1	i	i	12*	i	i	i	i	i	i	3	-0.3
COC(=O)CC1(C(=O)OC)Oc2ccc(Br)cc2C(=O)N1c1cc(Cl)cc(Cl)c1 (stereo not drawn)	i	i	i	i	i	i	i	i	i	8	-0.1
O=C(N/N=C/c1ccccc1Cl)C1CC1	i	i	i	i	i	i	i	i	i	11	0.1
Cc1ccc(CNC(=O)C2CCCN(S(=O)(=O)c3ccc(-n4cnnn4)cc3)C2)cc1 (stereo not drawn)	i	i	i	i	i	i	i	i	i	24	0.7
CC(C)c1nnc(NC(=O)C2CCN(C(=O)c3ccco3)CC2)s1	i	i	i	i	i	i	i	i	i	14	0.8
Clc1ccc(C2CC(c3cccs3)n3ncnc3N2)cc1Cl (stereo not drawn)	i	i	i	i	i	i	i	i	i	9	0.1
Cc1cc(C)cc(C(=O)Nc2nnc(SCC(=O)N3CCCc4ccccc43)s2)c1	i	i	i	i	i	i	i	i	i	27	-0.1
S=c1[nH]nc(-c2cc(-c3ccccc3)n[nH]2)n1/N=C/c1cccs1	i	i	i	i	i	i	i	i	i	40	-0.4
CC(C(O)c1cc(=O)c(OCc2ccccc2)co1)[N+](=O)[O-] (stereo not drawn)	i	i	i	i	i	i	i	i	i	0	0.1
Cc1ccc(N2CC(C(=O)OCC(=O)c3ccc(C)c([N+](=O)[O-])c3)CC2=O)cc1 (stereo not drawn)	i	i	i	i	i	i	i	i	i	0	0.2
COc1ccc(Cl)c(Cn2c(NCCCN(C)C)nc3c2c(=O)n(C)c(=O)n3C)c1	i	i	i	i	i	i	i	i	i	24	0.4
COC(=O)c1c(N)nc(C)n1-c1ccc(OC)cc1	i	i	i	i	i	i	i	i	i	13	0.1

Not a retest: an excerpt of the list.
SMILES	TRPC4 inh	TRPC6 inhibitor	TRPC6 act	MrgX1 allo act	TRPC4 PAM	MrgX1 ag	PolyA inh	MrgX1 antag	TRPC4 act	AI-2 QS mod	HIF activator
O=C(Nc1ccc2c(c1)CCCN2C(=O)c1cccs1)c1ccccc1	i	i	i	i	i	i	i	i	i	31	0.5
O=C(NC(Cc1ccccc1)C(=O)O)/C(=C/c1ccccc1)NC(=O)c1ccccc1 (stereo not drawn)	i	i	i	i	i	i	i	i	i	28	0.0
COc1ccc(C)cc1NC(=S)NN1CCN(C)CC1	i	i	i	i	i	i	i	i	i	13	0.2
CCOc1ccc(S(=O)(=O)N2CCc3cc(OC)c(OC)cc3C2)cc1	i	i	12*	i	i	i	i	i	i	3	-0.3
COC(=O)CC1(C(=O)OC)Oc2ccc(Br)cc2C(=O)N1c1cc(Cl)cc(Cl)c1 (stereo not drawn)	i	i	i	i	i	i	i	i	i	8	-0.1

More structures follow:
SMILES	TRPC4 inh	TRPC6 inhibitor	TRPC6 act	MrgX1 allo act	TRPC4 PAM	MrgX1 ag	PolyA inh	MrgX1 antag	TRPC4 act	AI-2 QS mod	HIF activator
CCCn1c(-c2cccs2)nc2ccccc21	i	i	i	i	i	i	i	i	i	37	-27
CCOc1cc(OCC)cc(C(=O)Nc2cccc(C(C)=O)c2)c1	i	i	i	i	i	i	i	i	i	9	0.1
COc1ccc(C(=O)CC(=O)c2ccccc2)cc1	i	i	i	i	i	i	i	i	i	32	3.1
CCc1ccc2nc(N(CCCN(C)C)C(=O)c3ccc4c(c3)OCCO4)sc2c1	i	-6.2*	i	i	i	i	i	i	i	-1	-1.8

Assay outcomes (PubChem BioAssay)
